Screening data (PubChem)
Arr AP2 block = inhibitors of beta-arrestin/AP2 binding, primary screen, biochemical, GPCR trafficking, flow cytometry. AID 504490, 2011. 340,000 tested, 0.31% active. beta-arrestin 1 C-terminal peptide binding to AP2 beta2-adaptin appendage (human). FITC-arrestin peptide / GST-AP2 beads; AP2 beta2 appendage carries R879A mutation. inhibition, % at 10 µM;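 active = inhibition above a set limit, near 3 SD of compounds lacking own fluorescence, cut at about 54% in these data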;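 note: plate controls were DMSO wells for no effect and 5 µM unlabelled arrestin peptide for full effect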
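System: GST-AP2 R879A bound to glutathione beads, E. coli-expressed. Also added: 50 nM FITC-arrestin peptide. Schedule: compound with beads 12 min RT, then probe 1 h RT. Signal: bead flow cytometry, FITC channel. Read-out basis: percent response.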
LANA DNA inh = inhibitors of KSHV C-LANA binding to DNA, primary screen, biochemical, fluorescence polarization, FAM-LBS DNA, MBP-C-LANA, single point; Kaposi's sarcoma herpesvirus LANA C-terminal domain (residues 932-1162) DNA binding; inhibition, % at 9 µM; 340,000 tested, 0.078% active;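 active = highest replicate inhibition at or above 60% at 9 µM, even if other replicates fall short; inactive = all replicates below 60% inhibition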;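 note: 0% = neutral control wells and 100% = 4 µM acridine orange control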
Keap1-Nrf2 PPI = Keap1-Nrf2 protein-protein interaction inhibitors, primary screen, biochemical, fluorescence polarization, single point. inhibition, % at 9.4 µM. 340,000 tested, 0.15% active. Keap1 Kelch-Nrf2 peptide fluorescence polarization, 1536-well. AID 504523, 2011; in the data active = inhibition above about 12%;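 note: human Keap1 Kelch domain with fluorescein labeled Nrf2 9mer peptide probe; 0% = neutral control wells and 100% = peptide positive control; higher means more block of Keap1 binding to Nrf2 peptide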
Cardiac RTF inh = cardiac RTF calcium sensitivity inhibitors, primary screen, biochemical, IANBD-TnC fluorescence, EC70 calcium. Troponin I, cardiac muscle (Homo sapiens) + Troponin T, cardiac muscle (Homo sapiens) + …. IANBD-labeled cardiac RTF, Ca2+ fluorescence. inhibition, % at 7.15 µM. 340,000 tested, 0.12% active. AID 493244, 2011;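 active = inhibition above the mean inhibition of all tested compounds plus 3 SD, cut at about 17% in these data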;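 note: assay run at fixed EC70 calcium of 1.6 mM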
CAL PDZ FP-1 = CAL PDZ peptide-binding inhibitors, primary screen, biochemical, fluorescence polarization, Cer-tagged CAL PDZ, HTS. 330,000 tested, 0.02% active. Golgi-associated PDZ and coiled-coil motif-containing protein (Homo sapiens), Q9HD26. purified CAL PDZ, TMR-peptide fluorescence polarization, 1 h. inhibition, % at 20 µM. AID 504414, 2011;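 active = highest replicate inhibition of at least 40%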;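 note: plate controls were DMSO neutral control wells for no effect and unlabeled competitor peptide control wells for full effect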
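material = purified tagged CAL PDZ domain construct (CerCALP) | compound dosing = 20 µM, one dose | times = 1 h at RT | measured by = fluorescence polarization from S- and P-plane intensities, G-factor corrected | read-out = inhibition from polarization loss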
V-ATPase pH = regulators of yeast V-ATPase proton pumping, primary screen, pHLuorin cytosolic pH fluorescence | S. cerevisiae | response, % at 10 µM | 350,000 tested, 0.37% active; in the data active = response mostly above about 7.3%, no sharp cut-off; inactive = mostly below about 5.4%; note: actives read high; inactives centre near 0; some compounds called inactive have numbers as strong as hits; reference of the scale not given here
DAGLB inhibitor = DAGLB lipase inhibitors, primary screen, biochemical, fluorescence, HTS | HEK293T DAGLB membrane lysate, EnzChek fluorogenic substrate | Diacylglycerol lipase-beta (Homo sapiens), Q8NCG7 | AID 504411, 2011 | inhibition, % at 5.17 µM | 340,000 tested, 0.059% active; in the data active = inhibition above about 34%;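 note: 0% = enzyme with vehicle and 100% = wells lacking enzyme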
NSD2 inh = NSD2 histone methyltransferase inhibitors, primary screen, biochemical, AlphaScreen, single concentration, set 2 | Histone-lysine N-methyltransferase NSD2 (Homo sapiens), O96028 | NSD2 peptide methylation, 120 min | inhibition, % at 12.5 µM | 310,000 tested, 0.54% active | AID 743445, 2014; in the data active = inhibition above about 50%
CAL PDZ FP-2 = untagged CAL PDZ binding inhibitors, primary screen, biochemical, fluorescence polarization, HTS | Golgi-associated PDZ and coiled-coil motif-containing protein (Homo sapiens), Q9HD26 | purified CAL PDZ, TMR-peptide fluorescence polarization, 1 h | inhibition, % at 24.9 µM | 300,000 tested, 0.92% active | AID 602252, 2012;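 active = mean inhibition of at least 30% with at least half of replicates also reaching 30%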;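 note: 0% = DMSO neutral control and 100% = excess unlabeled competitor peptide PRC23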
DSG3 Ab inh = inhibitors of pemphigus antibody binding to DSG3, primary screen, biochemical, bead-based, flow cytometry, scFv-GFP; Desmoglein-3 (Homo sapiens), P32926; binding (percent of control), % at 10 µM; AID 588358, 2011; 310,000 tested, 0.48% active; DSG3-coupled beads, scFv-anti-DSG3-GFP binding; active compounds read low;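 active = binding more than 3 SD below its plate's average and above zero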;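 note: hits lower antibody fragment binding to DSG3; some compounds called inactive have numbers as strong as hits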
The depositor's hits bear a star; x = no result given. Not all compounds are listed; the hit share may differ from the screen's.

NSD2 inh	CAL PDZ FP-2	Cardiac RTF inh	DAGLB inhibitor	DSG3 Ab inh	Keap1-Nrf2 PPI	CAL PDZ FP-1	V-ATPase pH	LANA DNA inh	Arr AP2 block	structure
x	-1	1	1	104	0	-0.3	-2	0.2	0	CCOC(=O)[C@H]1[C@H]2COc3ccc(Br)cc3[C@@H]2N2C(=O)CN(CC3CCCO3)C(=O)[C@@]12C (some centres not stated)
-198	-1	-2	1	88	1	-0.8	1	-2.0	1	NC(=O)Nc1ccc(C(=O)OCC(=O)Nc2cccc(S(=O)(=O)NC3=NCCCCC3)c2)cc1
0	-3	-4	1	103	-1	-1.5	3	0.1	20	CC(OC(=O)c1cc(=O)[nH]c2ccccc12)C(=O)Nc1ccc(Cl)cn1 (configuration not stated)
-5	2	-12	1	101	-2	-0.8	4	-0.7	14	COCCCN1C(=O)c2ccc(C(=O)Nc3ccccc3Cl)cc2C1=O
-2	-5	-2	-3	101	-8	-1.6	-2	0.3	5	Cn1c(-n2c(-c3ccco3)nc3ccccc3c2=O)nc2ccccc21
1	-6	-3	-4	x	-1	x	-4	-0.7	18	Cc1ccc(C2=[N+]([O-])C3(CCCCC/C3=N\O)N(O)C2(C)C)o1 (configuration not stated)
-10	2	0	1	98	-4	-0.6	4	1.2	7	COc1cc(C(=O)NCC(=O)N/N=C(C)\C=C\c2ccccc2)cc(OC)c1OC
0	-5	4	1	118	3	-0.6	3	1.1	16	N#Cc1ccccc1S(=O)(=O)N1CCN(C(=O)C2CC(=O)N(c3ccc4c(c3)OCCO4)C2)CC1 (configuration not stated)
x	1	-1	2	x	-4	-1.4	-2	-0.3	-4	CCCCCCOC(=O)C1=C(C)NC(=O)NC1c1ccc(O)cc1 (configuration not stated)
-2	2	-7	-1	104	-4	0.0	10	-0.5	11	Cc1ccc(C)c(S(=O)(=O)N2CCC3(CC2)OCCO3)c1
-4	4	-4	-6	105	-2	-0.3	-3	-0.9	24	O=C(Cc1c(O)c2ccccc2[nH]c1=O)NCc1cccc(F)c1
x	3	3	0	117	2	-1.0	2	2.8	6	COc1cc2sc(-c3ccccc3OC)c(-c3ccc(OCCN4CCCCC4)cc3)c2cc1OC
x	x	0	0	104	-5	0.4	-1	0.2	3	CCC(CC)C(=O)Nc1cc(=O)n(C)c(=O)n1C
7	-3	2	1	88	-5	-2.9	1	0.2	-1	Cc1cccc(OCC(=O)Nc2nnc(-c3ccco3)s2)c1
0	-12	-7	0	98	-1	-0.5	0	-1.4	-9	COc1ccc(C(=O)Nc2ccccc2-c2nnn(CC(=O)Nc3ccc4c(c3)OCCO4)n2)cc1
-3	-4	-13	0	93	2	-2.5	0	1.3	6	O=C(CCc1nnc(CCC2CCCCC2)o1)NCCc1cccnc1
-4	-1	-19	12	120	3	-1.9	0	0.2	-10	COc1ccc(Cl)cc1NC(=O)c1nnn(CC(=O)Nc2ccc3c(c2)OCO3)c1N
-2	1	-3	4	x	4	0.7	0	0.7	19	Cc1nc(N)sc1C(=O)N1N=N1
-1	-5	1	1	92	0	0.1	-2	-0.2	-7	Cc1ccc(-n2nc(C)c(C(=O)O)n2)c(C)c1
-4	0	-3	-2	105	-8	-0.4	1	-0.5	-18	Cc1ccc(NS(=O)(=O)c2ccc(OCC(=O)NCc3ccncc3)cc2)cc1
1	11	-3	-4	89	1	-4.6	-2	-7.4	28	COc1cccc(NC(=O)COC(=O)Cc2ccccc2[N+](=O)[O-])c1
x	x	-6	-1	96	-1	-0.4	-5	1.9	-3	O=C(Nc1nc(-c2ccc3c(c2)OCO3)cs1)C1CC1
-2	x	1	13	108	2	-0.3	-2	0.9	-1	CCOC(=O)N1CCN(c2ncnc3c2oc2nc(C(C)C)c4c(c23)CCC4)CC1
-1	-4	-5	-2	83	3	-1.6	0	0.6	20	C=CC(=O)NCCCc1cc(C(C)(C)C)c(O)c(C(C)(C)C)c1
-2	0	-22	-4	93	-3	-2.8	1	-0.1	0	Cc1cccc(OC(=O)CCN2C(=O)C3C4C=CC(C5CC45)C3C2=O)c1C (configuration not stated)
x	0	-14	-5	103	-2	-1.0	-2	-0.3	-8	CCOC(=O)/C(=N\Nc1ccc(Br)cc1)N1CC(C)OC(C)C1 (configuration not stated)
3	x	-1	0	97	2	-0.3	0	1.5	-3	Nc1nc(SCn2nnc3ccccc3c2=O)n[nH]1
-2	-1	-18	1	109	-2	-2.3	-1	0.6	-4	CCOC(=O)Cn1c(=N)n(CCOc2cccc(C)c2)c2ccccc21
-7	-4	-2	-6	106	-3	-0.2	-1	-0.6	13	Cc1ccc(OC(=O)c2ccccc2C(=O)OCC(F)(F)C(F)F)cc1
x	-4	-11	-1	63	-5	-0.5	3	-0.1	-5	COc1ccc(N2CCN(S(=O)(=O)c3cc4c(cc3C)NC(=O)CO4)CC2)cc1
-5	-2	-2	-2	104	3	-2.3	2	-0.7	8	O=C1CN(C(=O)NCC(=O)N[C@H](C(=O)O)c2ccccc2)c2ccccc2N1
x	-3	-2	2	106	-1	-1.1	4	0.2	5	C[C@H](CO)N1C[C@H](C)[C@@H](CN(C)S(=O)(=O)c2cccs2)Oc2ccc(NC(=O)Cc3ccccc3)cc2C1=O

Some of these compounds in order of count of non-hydrogen atoms, ascending.
NSD2 inh	CAL PDZ FP-2	Cardiac RTF inh	DAGLB inhibitor	DSG3 Ab inh	Keap1-Nrf2 PPI	CAL PDZ FP-1	V-ATPase pH	LANA DNA inh	Arr AP2 block	structure
3	x	-1	0	97	2	-0.3	0	1.5	-3	Nc1nc(SCn2nnc3ccccc3c2=O)n[nH]1
x	x	-6	-1	96	-1	-0.4	-5	1.9	-3	O=C(Nc1nc(-c2ccc3c(c2)OCO3)cs1)C1CC1
-1	-4	-5	-2	83	3	-1.6	0	0.6	20	C=CC(=O)NCCCc1cc(C(C)(C)C)c(O)c(C(C)(C)C)c1
1	11	-3	-4	89	1	-4.6	-2	-7.4	28	COc1cccc(NC(=O)COC(=O)Cc2ccccc2[N+](=O)[O-])c1
-2	-1	-18	1	109	-2	-2.3	-1	0.6	-4	CCOC(=O)Cn1c(=N)n(CCOc2cccc(C)c2)c2ccccc21
-2	0	-22	-4	93	-3	-2.8	1	-0.1	0	Cc1cccc(OC(=O)CCN2C(=O)C3C4C=CC(C5CC45)C3C2=O)c1C (configuration not stated)
-5	-2	-2	-2	104	3	-2.3	2	-0.7	8	O=C1CN(C(=O)NCC(=O)N[C@H](C(=O)O)c2ccccc2)c2ccccc2N1
-4	0	-3	-2	105	-8	-0.4	1	-0.5	-18	Cc1ccc(NS(=O)(=O)c2ccc(OCC(=O)NCc3ccncc3)cc2)cc1
-2	x	1	13	108	2	-0.3	-2	0.9	-1	CCOC(=O)N1CCN(c2ncnc3c2oc2nc(C(C)C)c4c(c23)CCC4)CC1
x	-3	-2	2	106	-1	-1.1	4	0.2	5	C[C@H](CO)N1C[C@H](C)[C@@H](CN(C)S(=O)(=O)c2cccs2)Oc2ccc(NC(=O)Cc3ccccc3)cc2C1=O

Additional structures
NSD2 inh	CAL PDZ FP-2	Cardiac RTF inh	DAGLB inhibitor	DSG3 Ab inh	Keap1-Nrf2 PPI	CAL PDZ FP-1	V-ATPase pH	LANA DNA inh	Arr AP2 block	structure
-3	-5	-1	0	16*	-2	0.7	2	4.0	-4	Cc1ccc(NC(=O)c2cccnc2)cc1C
0	8	-1	-5	x	7	-1.4	-1	-0.3	32	COc1ccccc1Nc1nc(N)nc(CSC(=S)N2CCOCC2)n1
-1	2	10	-1	95	-4	-0.5	8	0.3	-5	CC1Sc2ccc(S(=O)(=O)CCC(=O)N3CCCC3)cc2NC1=O (configuration not stated)
-3	-2	-12	-3	90	0	-1.0	2	1.1	3	CN1/C(=C\C(=O)Nc2ccc(Cl)cc2)C(C)(C)c2ccccc21
1	-2	6	1	115	-6	1.0	1	0.0	-7	C1CCN(CCCNC2C3CC4CC(C3)CC2C4)C1 (configuration not stated)
1	-9	-1	-1	104	-2	0.1	-1	-0.4	1	O=C(NCc1ccccc1)C1C2C=CC3(CN(Cc4cccnc4)C(=O)C13)O2 (configuration not stated)
0	-1	-8	0	82	6	-1.9	-5	-1.2	14	O=C(NCCc1ccccc1)c1ccc(=O)[nH]c1
x	-2	-7	-5	100	1	-2.1	1	-0.2	-1	Cc1ccc(SCCNC(=O)c2ccc(C)c(S(=O)(=O)Nc3ccccc3C)c2)cc1
0	0	0	2	98	5	-2.3	7	-0.5	2	CCCCn1c(N)c(N(CCOC)C(=O)c2ccc3c(c2)C(=O)N(c2ccccc2C)C3=O)c(=O)[nH]c1=O
x	-6	-8	0	114	4	-0.3	-1	-0.7	0	CCOC(=O)c1ccc(N2CCOCC2)c(NS(=O)(=O)c2ccc(F)cc2)c1
-3	-3	-7	-1	98	1	-1.3	3	-0.5	-12	CC(=O)n1c2ccccc2c2nc(NC(C)C)sc21
-1	1	-11	2	104	2	-2.9	-2	0.3	23	CN(C(=O)CN1C(=O)NC(C)(CCc2ccccc2)C1=O)c1ccccc1 (configuration not stated)
2	-3	3	2	x	-4	0.0	-3	-1.0	-6	COCC(=O)Nc1nc2ccccc2s1
0	-3	7	-6	128	-1	-6.9	-2	0.8	2	O=C(CNC(=O)c1ccc(S(=O)(=O)N2CCCC2)cc1)N/N=C/c1c(Cl)cccc1Cl
8	2	-10	-7	108	-5	-2.5	-5	-0.2	8	OC(COCc1ccccc1)CN1CCN(c2ccccc2)CC1 (configuration not stated)
-1	0	0	-1	113	-3	-0.4	-2	-1.3	-2	COC(=O)c1cccc(NC(=O)c2cnn(C)c2)c1
10	-2	-5	3	97	-8	-1.1	1	-0.9	37	COc1ccc(/C([O-])=C(/C(=S)Nc2ccc(C)c(C)c2)n2c[n+](C)c3ccccc32)cc1OC
7	x	x	3	101	x	x	0	x	x	CCN1C(c2ccc(F)cc2)=CS/C1=C(/C#N)c1nnc2n1-c1ccccc1SC2
3	-7	-2	1	95	5	-0.9	4	0.1	5	O=C(NC(=S)NNC(=O)c1cnccn1)c1ccc(Cl)cc1
